Screens from PubChem BioAssay.
E coli growth = counter-screen for AddAB inhibitors: E. coli growth inhibition. E. coli V3065 growth, OD600 absorbance, 18 h. inhibition, % at 11.9 µM. hit rate 0.27% among 330,000. AID 449728;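 active means inhibition above the campaign's mean inhibition across all tested compounds plus 3 SD, cut at about 9.9% in these data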;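 further: uninfected addAB+ strain grown without phage in ampicillin broth; 0% = DMSO wells and 100% = ciprofloxacin 0.95 µg/ml wells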
DAGLB inhibitor = blocks human DAGLB lipase activity; Q8NCG7; HEK293T DAGLB membrane lysate, EnzChek fluorogenic substrate; inhibition, % at 5.17 µM; hit rate 0.059% among 340,000; in the data active means inhibition above about 34%;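 further: 0% = enzyme with vehicle and 100% = wells lacking enzyme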
Target sequence (Q8NCG7 whole entry, looked up): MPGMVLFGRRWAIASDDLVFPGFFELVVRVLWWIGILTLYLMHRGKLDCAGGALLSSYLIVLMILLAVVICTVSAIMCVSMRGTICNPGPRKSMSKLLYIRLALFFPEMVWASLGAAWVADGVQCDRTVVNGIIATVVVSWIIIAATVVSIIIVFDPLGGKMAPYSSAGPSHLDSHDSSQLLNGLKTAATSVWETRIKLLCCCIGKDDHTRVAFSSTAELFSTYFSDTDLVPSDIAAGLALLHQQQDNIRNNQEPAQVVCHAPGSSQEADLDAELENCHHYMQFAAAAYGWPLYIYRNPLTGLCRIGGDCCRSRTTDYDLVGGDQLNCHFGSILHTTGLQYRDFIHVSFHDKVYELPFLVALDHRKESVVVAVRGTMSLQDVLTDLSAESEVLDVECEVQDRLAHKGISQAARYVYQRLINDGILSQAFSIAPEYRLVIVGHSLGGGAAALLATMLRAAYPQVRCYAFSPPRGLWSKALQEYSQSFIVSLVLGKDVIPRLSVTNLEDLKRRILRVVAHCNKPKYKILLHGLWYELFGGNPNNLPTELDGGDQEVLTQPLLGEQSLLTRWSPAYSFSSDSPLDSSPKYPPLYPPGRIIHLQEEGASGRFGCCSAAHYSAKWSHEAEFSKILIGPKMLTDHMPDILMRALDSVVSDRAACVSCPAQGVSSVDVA
Rtt109 Vps75 = C. albicans Rtt109 histone acetyltransferase inhibition | hit rate 0.16% among 330,000 | inhibition, % at 34.9 µM | Q5AAJ8 | AID 540336 | purified Rtt109/Vps75, ThioGlo CoA-SH fluorescence, 4 h;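 active means inhibition of at least 50% in every replicate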
Target sequence (Q5AAJ8 whole entry, looked up): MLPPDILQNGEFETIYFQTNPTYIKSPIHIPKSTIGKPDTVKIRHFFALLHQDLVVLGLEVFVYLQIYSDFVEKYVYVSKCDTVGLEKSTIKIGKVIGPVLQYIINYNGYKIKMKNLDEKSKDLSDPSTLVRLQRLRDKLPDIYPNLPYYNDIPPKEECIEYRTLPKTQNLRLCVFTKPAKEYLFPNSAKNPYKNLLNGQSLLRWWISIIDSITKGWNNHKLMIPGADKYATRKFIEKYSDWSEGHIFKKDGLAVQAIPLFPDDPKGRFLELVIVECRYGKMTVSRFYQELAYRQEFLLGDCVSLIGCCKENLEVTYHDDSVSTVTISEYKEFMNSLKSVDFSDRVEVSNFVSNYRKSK
CAL PDZ inh = blocks peptide binding to human CAL PDZ domain | Q9HD26 | purified CAL PDZ, TMR-peptide fluorescence polarization, 1 h | inhibition, % at 20 µM | hit rate 0.02% among 330,000;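 active means highest replicate inhibition of at least 40%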;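 further: plate controls were DMSO neutral control wells for no effect and unlabeled competitor peptide control wells for full effect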
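Test system: tagged CAL PDZ domain / Buffer or medium: sodium phosphate/NaCl buffer pH 7.4 with TCEP, IgG, Thesit / Reagent: TMR-labelled reporter peptide T*-PRC34 bound in PDZ groove / Compound dosing: single point, 20 µM / Schedule: 1 h incubation at room temperature before polarization reading / Technique: fluorescence polarization (mP) / Benchmarks: unlabelled peptide, DMSO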
phage Ecoli inh = E. coli growth loss with phage present. inhibition, % at 11.9 µM. growth absorbance. AID 651602. hit rate 0.26% among 360,000; in the data active means inhibition above about 11%
PvdQ inh = blocks Pseudomonas aeruginosa PvdQ acylase activity; hit rate 0.063% among 340,000; inhibition, % at 10 µM; AID 488965; purified PvdQ acylase, fluorescence plate reader; in the data active means inhibition above about 30%, passing the limit was not always enough;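 further: 0% = vehicle neutral wells and 100% = reference inhibitor wells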
Wnt bcat act = activators of Wnt/beta-catenin signaling | Wnt/beta-catenin reporter cell assay, activator, plate reader | activation, % at 9.35 µM | hit rate 1.2% among 300,000; in the data active means activation above about 30%, passing the limit was not always enough;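 further: 0% = neutral control wells and 100% = positive control wells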
AddAB inh = less growth of phage-infected E. coli with AddAB; inhibition, % at 11.9 µM; hit rate 0.29% among 330,000; E. coli expressing H. pylori AddAB, absorbance growth; AID 435030; in the data active means inhibition above about 12%;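 further: 0% = vehicle wells of infected cells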
Tat transport = blocks Tat-dependent protein export in E. coli; hit rate 0.036% among 340,000; E. coli MC4100 TorA-mCherry Tat export, fluorescence; inhibition, % at 10 µM;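 active means mean replicate inhibition at least 50% and at least half of replicates individually reaching 50%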;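 further: exported cargo escapes ClpAP degradation while cytoplasmic cargo is degraded and loses fluorescence; 0% = median of neutral control wells and 100% = median of NaSCN control wells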
PfHsp90 yeast 2 = reduces growth (ATP signal) of yeast expressing P. falciparum Hsp90 | S. cerevisiae expressing PfHsp90, BacTiter-Glo ATP, 48 h; yeast lacking PDR1 and PDR3 efflux regulators | inhibition, % at 9.4 µM | hit rate 0.32% among 310,000 | AID 504621;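 active means every replicate shows inhibition above about 80%, whatever the replicate mean, limit read from the data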;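 further: 0% = DMSO neutral controls and 100% = 20 µM radicicol positive controls; yeast relying on Plasmodium falciparum Hsp90 in place of its own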
An asterisk follows results filed as active; . = no result given.

SMILES	E coli growth	DAGLB inhibitor	Rtt109 Vps75	CAL PDZ inh	phage Ecoli inh	PvdQ inh	Wnt bcat act	AddAB inh	Tat transport	PfHsp90 yeast 2
CCC(C)[C@H](NC(=O)NCc1ccccc1Cl)C(=O)OC (some centres not stated)	-2.7	-2	22	-1.0	1.6	7	.	0.4	-6	.
COc1cccc(CNc2ccc(F)c(Cl)c2)c1	-0.1	-7	-4	-0.9	4.5	8	.	1.9	-5	-11
C=CCn1c(COc2cccc3ccc(C)nc23)nnc1SCC(N)=O	-1.9	0	0	-2.4	1.3	-1	2	1.1	5	27
Cc1cc(N=CC2=C(O)CC(C)(C)CC2=O)no1	1.0	-3	-2	-0.6	1.0	-8	-2	-1.6	4	-9
CC(=O)Oc1ccc(/C=N/NC(=S)Nc2ccccc2)cc1	-1.5	1	2	-1.3	-0.1	-6	17	2.7	-6	-13
COC(=O)c1[nH]c2ccccc2c1NC(=O)C(C)N1CCN(C(=O)c2ccco2)CC1 (configuration not stated)	0.9	0	9	-1.1	0.6	-13	.	2.2	12	4
Cc1cccc(C(=O)OCc2cnc(Cl)s2)c1	2.6	-7	0	0.0	2.6	-2	.	3.0	-3	1
CCN(CCCNC(=O)Cn1ncc2c([nH]c3ccc(C)cc32)c1=O)c1ccccc1	-0.5	0	5	0.4	2.8	-8	-1	4.0	-3	-36
COc1cccc(C(=O)OCC(=O)c2ccc(Br)s2)c1	0.2	-14	2	-0.2	1.4	-12	2	0.4	-1	-17
Cc1cc(Br)ccc1NC(=O)C1CCN(C(=O)c2ccco2)CC1	1.1	-2	-8	-2.8	4.0	1	-1	4.4	-7	-2
COc1cc(C2NC(=S)NC3=C2C(=O)CCC3)ccc1O (configuration not stated)	-1.4	1	2	-1.6	0.6	-6	1	3.8	3	12
Cc1nn(-c2ccccc2)c2c1CC(=O)Nc1ccccc1-2	.	1	4	-1.0	-2.2	-13	-6	.	6	-6
Cn1cc(CN2CCC(N3CCNC(=O)CC3)CC2)c(-c2ccccc2F)n1	-0.7	-2	11	0.4	-0.6	8	-1	1.6	-8	-5
CCOc1ccc(CNC(=O)CCc2cn(Cc3ccccc3)c3ccccc23)cc1	0.3	-1	-4	-1.8	-1.1	-9	-2	-0.9	-19	-16
O=C(Oc1ccc(-n2cnnn2)cc1)c1ccco1	0.3	0	-1	0.2	1.6	-5	-3	2.8	-2	-5
O=C1Nc2ccc(Cl)cc2/C1=C/C1CC=CCC1 (configuration not stated)	-1.6	-6	-14	-0.4	1.8	3	-9	-0.5	11	31
Cc1ccc(NC(=O)CN(C)C(=O)c2cccc(-n3cccc3)c2)cc1	.	1	12	-2.0	-0.4	-8	-2	.	0	.
COc1ccc(C(=O)NCCCOc2cccc(NC(C)=O)c2)cc1	3.2	-1	.	0.6	3.5	-1	0	1.6	-4	3
Cc1onc(-c2ccccc2Cl)c1C(=O)OCC(=O)N1CCCc2ccccc21	1.1	-6	-14	-2.4	1.4	-17	.	0.0	1	19
COc1ccc(CNC(=O)COC(=O)CCOc2ccccc2)cc1	-3.0	1	-11	-1.5	2.4	-5	-2	0.8	1	-37
COc1ccc(CCn2c(SCC(=O)Nc3cc(C)on3)nc3ccsc3c2=O)cc1OC	1.8	-3	-11	-1.0	-0.2	-8	2	3.2	-5	.
CCOC(=O)C1CCN(C2=NC(=O)/C(=C/c3ccc(Cl)cc3)S2)CC1	-4.8	-2	-2	-1.9	0.2	-4	2	-0.7	6	-50
COc1ccccc1-c1cc(C(=O)N2CCCc3ccccc32)no1	0.4	-10	6	-2.8	0.7	-10	4	-1.0	13	3
CCC1(CC)Cc2ccccc2C(C2=C(O)CC(C)(C)CC2=O)=N1	0.9	1	-3	0.1	2.2	-6	.	1.8	0	-22
Cc1nc2c(-c3ccc(F)cc3)cnn2c(N)c1-c1ccccc1	1.2	-6	2	-0.4	1.4	-1	-11	-0.2	8	8

Next part.
SMILES	E coli growth	DAGLB inhibitor	Rtt109 Vps75	CAL PDZ inh	phage Ecoli inh	PvdQ inh	Wnt bcat act	AddAB inh	Tat transport	PfHsp90 yeast 2
Cc1cccc(-n2nnnc2SCC(=O)Nc2ccc(N3CCN(C)CC3)cc2)c1	1.0	3	-11	-0.6	1.9	-11	-4	1.0	1	-31
CCc1ccc(C(c2c(C)nn(-c3ccccc3)c2N)c2c(C)nn(-c3ccccc3)c2N)cc1	-2.6	0	8	-2.8	2.0	-11	-3	-0.7	2	9
O=C1NN(c2ccccc2)C(=O)/C1=C/c1ccc(Sc2cccc3ccccc23)o1	0.4	21	-29	-0.4	1.2	-5	-1	0.1	7	23
O=C(CCC(=O)c1cccs1)NCC(=O)Nc1ccc(F)c(F)c1F	-1.3	-1	-8	-1.8	2.4	-10	0	-0.2	0	-5
CC(=O)c1nnn(-c2nc(N3CCCC3)nc(N(c3ccccc3)c3ccccc3)n2)c1C	0.9	-3	-5	0.1	1.3	-18	-2	-0.8	-1	-2
COC(=O)[C@@H]1Cc2c([nH]c3ccccc23)C(C)N1C(=O)c1ccccc1 (some centres not stated)	2.9	2	6	-1.1	-0.6	-19	-3	-1.2	6	-23
CC(C)(C)NC(=O)CN1CCC(NC(=O)C23CC4CC(CC(C4)C2)C3)CC1	0.3	-1	3	-1.1	2.2	5	-2	0.1	1	-4
Cc1ccc(-c2nnc(SCC(=O)N/N=C/c3ccccc3C(=O)O)n2-c2ccc(Cl)cc2)cc1	0.5	1	-2	-0.8	0.5	-7	0	0.2	-6	-9
NC(=O)c1nccc2ccccc12	.	-3	0	-0.6	2.7	-14	-7	.	-12	23
Cn1c(CC(=O)Nc2ccccc2)nnc1SCC(=O)NC1CCCC1	-1.0	1	-7	-0.7	1.2	-11	-2	3.2	-4	-19
CSCCC(NC(=O)COc1ccccc1)C(=O)N(C)CC(=O)Nc1ccc(Cl)cc1 (configuration not stated)	-1.2	0	0	-0.3	-0.2	-7	0	-1.4	-6	.
CCCC(=O)c1cc2c(cc1NC(=O)c1ccccc1F)OCCO2	-2.2	-5	3	-0.5	-1.5	10	1	-2.5	-3	.
Cc1nnc(C)n1/N=C/c1ccc(O)cc1	1.6	1	8	-2.0	3.8	-14	-1	0.8	8	-3
Cc1cc(-c2ccccc2)nc(N(C)C)c1S(C)(=O)=O	1.6	-5	2	-0.7	6.3	-9	1	-0.3	-2	-8
COc1ccc(Cl)cc1S(=O)(=O)NCc1ccncc1	-2.0	4	-2	0.5	-0.9	0	-1	2.8	10	2
CS(=O)(=O)c1ccc2nc(NC(=O)Nc3ccc(Cl)c(Cl)c3)sc2c1	0.8	2	2	-0.5	2.1	-16	-7	0.9	-5	-11
CCOc1cc(S(=O)(=O)NCCc2ccccc2C)c(OCC)cc1-n1cnnn1	-2.0	-4	6	-4.2	-0.7	-14	-3	1.3	-3	20
C=CCNC(=O)/C(C#N)=C/c1ccc(SC)cc1	0.1	-3	-4	-1.2	2.8	2	0	3.3	7	-7
COC(=O)/C=C/CC(C)OS(N)(=O)=O (configuration not stated)	1.8	1	-9	2.5	3.7	-5	0	-1.9	-2	8
COc1ccc(C)cc1NC(=O)CSc1nnnn1C1CCCC1	-0.3	-1	-1	0.2	0.1	-6	-3	-1.2	3	-16
CS(=O)(=O)c1ccc(C(=O)NC2CCCc3ccccc32)cc1 (configuration not stated)	-0.3	0	-4	0.2	.	-16	.	0.2	-7	23
Cc1[nH]c2ccc(C(=O)OCC(=O)Nc3cccc(S(N)(=O)=O)c3)cc2c1C	-0.7	0	2	1.0	-0.2	8	-6	-1.6	3	-6
Cc1ccc2nc(NCCCO)[nH]c2c1	-0.7	-2	-11	0.2	0.0	-12	3	-1.1	-5	12
COc1ccc(-c2nnc(SCC(=O)NCc3ccco3)o2)cc1	-0.4	-2	-5	-2.6	1.4	-10	5	1.9	-4	-42
CCN(CC(=O)NC1CC1)S(=O)(=O)c1ccc(OC)cc1	-0.5	-1	-5	-1.7	1.3	2	-2	-1.0	1	-26

Part of the list above in a different format:
smiles | E coli growth | DAGLB inhibitor | Rtt109 Vps75 | CAL PDZ inh | phage Ecoli inh | PvdQ inh | Wnt bcat act | AddAB inh | Tat transport | PfHsp90 yeast 2
Cc1ccc2nc(NCCCO)[nH]c2c1 | -0.7 | -2 | -11 | 0.2 | 0.0 | -12 | 3 | -1.1 | -5 | 12
COc1ccc(-c2nnc(SCC(=O)NCc3ccco3)o2)cc1 | -0.4 | -2 | -5 | -2.6 | 1.4 | -10 | 5 | 1.9 | -4 | -42
CCN(CC(=O)NC1CC1)S(=O)(=O)c1ccc(OC)cc1 | -0.5 | -1 | -5 | -1.7 | 1.3 | 2 | -2 | -1.0 | 1 | -26

More compounds:
SMILES	E coli growth	DAGLB inhibitor	Rtt109 Vps75	CAL PDZ inh	phage Ecoli inh	PvdQ inh	Wnt bcat act	AddAB inh	Tat transport	PfHsp90 yeast 2
CCOC(=O)c1ccc(Nc2sc(C(=O)c3cccc([N+](=O)[O-])c3)c(N)c2C#N)cc1	-2.4	-1	-2	0.6	2.0	-16	-15	-1.1	-1	-4
Cc1ccccc1OCCC(=O)Nc1c(C)n(C)n(-c2ccccc2)c1=O	1.3	-3	-4	0.0	3.0	-1	.	1.6	1	22
Cc1ccc(-c2nc(C#N)c(N3CCC(C(N)=O)CC3)o2)cc1	-0.8	-2	6	-2.0	-0.9	7	2	2.0	-3	12
CCOC(=O)C1CCCN(C2CC(=O)N(c3cccc(C)c3)C2=O)C1 (configuration not stated)	0.4	-1	-2	.	-1.2	-7	.	0.6	-8	.
O=c1cc(Cl)[nH]n(-c2ccccc2)c1=O	-1.2	0	3	0.4	-0.4	-2	-1	2.8	8	-39
COc1cc(/C=N/N=C(\N)c2nonc2N)cc(OC)c1O	0.3	1	18	-1.4	-1.5	-10	30	3.3	-1	-15
COc1ccccc1/C=C/C(=O)NC(=S)NCC1CCCO1 (configuration not stated)	-0.7	-3	-5	-1.6	2.9	-1	-3	2.1	0	-5
COc1ccc(CCNC(=O)c2cc3c(=O)n4ccccc4nc3n(CCN3CCOCC3)c2=N)cc1	-1.1	2	-6	-0.5	1.2	-8	-2	2.7	-4	10
COc1ccccc1NC(=S)NC1CCCCC1	-1.7	-1	-13	0.2	3.8	2	-2	1.2	2	-18
COc1cc(OC)cc(-c2nn[nH]n2)c1	1.3	1	-5	0.5	3.2	-8	-3	0.2	-8	15
COc1ccc(CCNC(=O)C2CC(c3ccccc3C(F)(F)F)=NO2)cc1 (configuration not stated)	0.7	-1	-3	-0.6	2.7	-15	-4	1.3	-13	-2
CO/N=C/C(=N\Nc1ccc(OC)cc1)C(=O)c1ccc(OC)cc1	-0.2	-5	3	-0.4	-0.6	-7	.	2.8	-3	5
CNC(=O)CSc1nc(-c2ccccc2)c(-c2ccccc2)[nH]1	-2.5	3	10	0.0	-2.2	5	-2	0.3	22	-8
O=C(Cc1c(Cl)cccc1Cl)OCC(=O)N1CCOCC1	0.0	-2	-7	-1.5	3.6	-6	5	-0.7	-7	-22
CCOC(=O)C(C)Sc1nc(N)c(NC(=O)c2ccc(OC)c(OC)c2)c(=O)[nH]1 (configuration not stated)	1.1	0	2	-0.2	3.3	1	1	0.7	-3	8
O=C(Cn1cnc2ccccc2c1=O)N/N=C/c1ccc(Br)cc1	1.9	.	18	-1.6	5.3	5	0	0.2	9	-2
S=C(NCCc1ccccc1)N/N=C/c1ccc(Cl)cc1	1.3	-5	-3	-0.6	3.4	-12	0	2.2	13	-7
Cc1cc(N2CC(C)OC(C)C2)n2cc(-c3ccccc3)nc2n1 (configuration not stated)	2.5	0	2	-1.2	-0.6	-7	-1	0.7	3	5
CC(C)NC(=O)CSc1nc2sccc2c(=O)n1-c1ccccc1	-4.2	4	-2	-1.8	-0.8	-26	-2	1.5	-2	-1
